# Screens as filed in PubChem BioAssay.
# Rab9 prom act = qHTS Assay for Rab9 Promoter Activators; Huh7 Rab9 promoter-luciferase reporter, luminescence, 24 h; Potency, µM (series often up to 9.22 µM), for inactives: top-dose activation, negative = inhibition, usual class: activators; actives 2.8% (n = 320,000); AID 485297, 2010; further: potency means the concentration at half of the fitted maximal effect; % of control where 0% means no effect; nearly all actives have a fitted effect of over 60% in size
#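 Luciferase signal after 10 min detection reagent at ambient indicates Rab9 promoter upregulation; stably transfected Huh7 cells were treated 24 h with compound in DMSO at 37 °C, 5% CO2.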
# NPC1 promoter act = qHTS Assay for NPC1 Promoter Activators | Huh7 NPC1 promoter luciferase reporter, 24 h | Potency, µM (highest dose often 9.22 µM), for the others: at the top dose activation, hits mostly activators | actives 2.4% (n = 320,000) | AID 485313, 2010;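 further: potency means the concentration at half of the fitted maximal effect; % of control where 0% means no effect; nearly all actives have a fitted effect of over 60% in size; reporter is driven by a mutant NPC1 promoter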
#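 Stable NPC1-promoter luciferase Huh7 line; cpd (DMSO) 24 h, 37 °C, 5% CO2; Amplite luciferase reagent 10 min RT; luminescence readout. qHTS format.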
# FLuc counter = qHTS profiling assay for firefly luciferase inhibitor/activator using purifed enzyme and Km concentrations of substrates (counterscreen for miR-21 project) | Luciferin 4-monooxygenase (Photinus pyralis), P08659 | Potency, µM (series often up to 57.5 µM), for the others: top-dose activity change, negative = inhibition, most hits filed as inhibitors | actives 6.9% (n = 360,000) | purified FLuc, Km substrates, luminescence inhibition;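 further: potency means the concentration at half of the fitted maximal effect; plate controls were vehicle for no effect and reference inhibitor for full effect; nearly all actives have a fitted effect of over 55% in size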
# Target sequence (P08659 whole entry, looked up): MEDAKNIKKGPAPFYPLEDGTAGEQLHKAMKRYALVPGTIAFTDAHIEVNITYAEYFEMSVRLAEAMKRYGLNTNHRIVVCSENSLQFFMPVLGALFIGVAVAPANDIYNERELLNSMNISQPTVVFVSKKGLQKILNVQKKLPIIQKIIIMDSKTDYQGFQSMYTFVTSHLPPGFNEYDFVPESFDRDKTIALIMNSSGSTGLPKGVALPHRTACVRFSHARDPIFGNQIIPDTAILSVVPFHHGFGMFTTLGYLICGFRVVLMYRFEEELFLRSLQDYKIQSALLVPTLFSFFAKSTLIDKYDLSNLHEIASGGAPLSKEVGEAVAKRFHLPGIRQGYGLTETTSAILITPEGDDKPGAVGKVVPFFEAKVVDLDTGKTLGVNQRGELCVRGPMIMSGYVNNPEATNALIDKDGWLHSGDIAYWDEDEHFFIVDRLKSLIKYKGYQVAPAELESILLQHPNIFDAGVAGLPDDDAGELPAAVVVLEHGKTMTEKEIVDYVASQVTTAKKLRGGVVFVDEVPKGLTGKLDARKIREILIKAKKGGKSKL
#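 Purified P. pyralis luciferase, 10 nM final, with Km-level 10 uM D-luciferin and 10 uM ATP in 50 mM Tris acetate pH 7.5, 10 mM Mg acetate, 0.01% Tween-20, 0.05% BSA; 6-point qHTS titration about 60 µM downward; luminescence read.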
# PKM2 act = qHTS Assay for Activators of Human Muscle isoform 2 Pyruvate Kinase; purified PKM2, Kinase-Glo ATP luminescence, activation; response scale: 0% is enzyme alone, no compound; Potency, µM (series often up to 57.5 µM), inactives show top-dose activation, usual class: activators; actives 0.34% (n = 260,000); further: potency means the concentration at half of the fitted maximal effect; on the % scale 0 is the no-effect control and ±100 the full control effect; nearly all actives have a fitted effect of over 55% in size
#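 Purified hPK-M2 (>95%) run at intermediate activity with 0.1 mM ADP and 0.5 mM PEP in 50 mM imidazole pH 7.2, KCl, MgCl2; 1 h room temperature. ATP formed read by Kinase-Glo luminescence; normalized to uninhibited and no-enzyme controls.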
# BRCA1 expr up = qHTS Assay to Identify Small Molecule Activators of BRCA1 Expression; MCF7-BRCA1-FFLuc reporter, luminescence, 48 h; response scale: scaled: vehicle 0%, 10 µM genistein 100%; Potency, µM (highest dose often 46.1 µM), without a hit: at the highest dose activation, hits mostly activators; actives 1.1% (n = 380,000); further: potency means the concentration at half of the fitted maximal effect; nearly all actives have a fitted effect of over 80% in size; some results filed as inactive show a strong effect at the top dose
#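 MCF7-BRCA1-FFLuc, 2000 cells/well; 2 h attach, 37 °C/5% CO2; compound 48 h; luciferase substrate 15 min; luminescence end-point. Norm. to genistein 10 microM max activation and DMSO; concentration-response curves fitted.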
# p53 reactivation = qHTS assay for re-activators of p53 using a Luc reporter | AID 504706, 2011 | H1299 p53-A138V BP100-luciferase reporter, luminescence, 24 h | actives 0.063% (n = 320,000) | Potency, µM (highest dose often 92.2 µM), without a hit: at the highest dose activity change, positive = activation, most hits filed as activators; further: potency means the concentration at half of the fitted maximal effect; % of control where 0% means no effect; nearly all actives have a fitted effect of over 45% in size
#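 H1299 (p53-null), stable ts p53-A138V + BP100-Luc; 1000 cells/well, Opti-MEM/10% FBS; cpd 4 pt, 1:5; 24 h, 37 deg C, 5% CO2; detection reagent 10 min RT; luminescence.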
# RORg inh = qHTS for inhibitors of ROR gamma transcriptional activity. actives 5.4% (n = 310,000). Drosophila S2 Gal4-RORgamma UAS-luciferase reporter, 20 h. Nuclear receptor ROR-gamma (Mus musculus), P51450. Potency, µM (series often up to 53.6 µM), inactives show at the top dose activity change, negative = inhibition, hits mostly inhibitors. AID 2551, 2010; further: potency means the concentration at half of the fitted maximal effect; on the % scale 0 is the no-effect control and ±100 the full control effect; nearly all actives have a fitted effect of over 60% in size
# Target sequence (P51450 whole entry, looked up, the tested form may be a part): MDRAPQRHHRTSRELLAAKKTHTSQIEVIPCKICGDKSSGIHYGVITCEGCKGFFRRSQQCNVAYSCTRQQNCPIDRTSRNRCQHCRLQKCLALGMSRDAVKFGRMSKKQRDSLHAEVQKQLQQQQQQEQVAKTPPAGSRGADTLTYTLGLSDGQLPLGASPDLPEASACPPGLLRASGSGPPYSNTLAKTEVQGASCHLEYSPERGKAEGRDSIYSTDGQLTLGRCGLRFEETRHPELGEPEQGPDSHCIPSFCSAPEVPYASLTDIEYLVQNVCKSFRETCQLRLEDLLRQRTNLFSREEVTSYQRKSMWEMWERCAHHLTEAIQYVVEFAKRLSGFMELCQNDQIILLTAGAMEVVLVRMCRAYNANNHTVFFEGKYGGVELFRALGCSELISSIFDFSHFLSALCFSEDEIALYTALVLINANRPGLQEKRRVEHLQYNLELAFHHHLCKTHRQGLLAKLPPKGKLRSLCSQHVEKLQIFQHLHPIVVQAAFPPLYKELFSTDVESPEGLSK
#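 Stably transfected Drosophila Schneider cells are the test system, with ROR gamma fused to Gal4 and luciferase under UAS control; luminescence is read after 20 hr of 700 uM copper sulfate induction at ambient temperature.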
# Giardia kill = Small Molecules that selectively kill Giardia lamblia: qHTS; Giardia lamblia trophozoite viability; activity change, % at 7.66 µM, hits read low; actives 0.15% (n = 340,000); AID 540267, 2011; in the data active means activity change below about -80%; inconclusive means between about -30% and that limit;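 further: parasites exposed to compound for two days anaerobically before the ATP read; on the % scale 0 is the no-effect control and ±100 the full control effect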
#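 Giardia lamblia trophozoites (100 cells/well) were incubated with compounds for 48 h at 37 deg C under anaerobic conditions. Viability was read as ATP content by one-step luminescence after 15-30 min at room temperature.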
# ELG1 genotox = qHTS screen for small molecules that induce genotoxicity in human embryonic kidney (HEK293T) cells expressing luciferase-tagged ELG1. actives 1.3% (n = 330,000). HEK293T ELG1-luciferase reporter, luminescence, 16 h. Potency, µM (doses to about 46 µM), without a hit: at the top dose activity change, positive = activation, most hits filed as activators; further: potency means the concentration at half of the fitted maximal effect; % of control where 0% means no effect; nearly all actives have a fitted effect of over 60% in size
#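 Reporter readout depends on ELG1 protein level, which increases with genetic stress. After 16 hr compound exposure at 37 °C, luciferase activity was quantified using ONE-Glo.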
# Gal4-VP16 FLuc = VP16 counterscreen qHTS for inhibitors of ROR gamma transcriptional activity; Potency, µM (series often up to 53.6 µM), for the others: at the top dose activity, negative = inhibition, most hits filed as inhibitors; AID 2546, 2010; Drosophila S2 Gal4-VP16 UAS-luciferase, luminescence, 20 h; actives 3.5% (n = 310,000);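 further: Gal4-VP16 expression switched on by copper sulfate through the metallothionein promoter; potency means the concentration at half of the fitted maximal effect; on the % scale 0 is the no-effect control and ±100 the full control effect; nearly all actives have a fitted effect of over 50% in size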
# Menin-MLL TR inh = qHTS Assay for Inhibitors Targeting the Menin-MLL Interaction in MLL Related Leukemias: Competition With Texas Red Labeled MLL-derived Mutant Peptide. O00255. Menin + Texas Red MLL mutant peptide, fluorescence polarization. Potency, µM (highest dose often 61.6 µM), for inactives: at the highest dose FP activity change, negative = inhibition, hits mostly inhibitors. actives 0.23% (n = 270,000). AID 1768, 2009; active means well fitted inhibition curve with a large enough effect in the polarisation, with a control signal flat, not every such curve was filed as active; inconclusive means small, poorly fitted or top-dose-only effect, or effect the other way, or a change in a side signal; inactive means no such curve, though single readings can be large or run the other way; the % refers to the polarisation; further: potency means the concentration at half of the fitted maximal effect; % of control where 0% means no effect; many of its hits are not listed in these tables
# * marks the source's active call; other numbers are inactive results; ? = inconclusive; . = no result given; & = joins results of further samples; [ ] = another dose, or the depositor's remark. Unless noted, the call rests on the fitted dose curve; in most records, active means well fitted curve in the direction sought with a large enough effect; inconclusive means small, poorly fitted or top-dose-only effect, or another doubt; inactive means no such curve, though single readings can be large; an effect the other way counts as inactive or inconclusive. This is a subset (hit frequency here may not be typical).
smiles	Rab9 prom act	NPC1 promoter act	FLuc counter	PKM2 act	BRCA1 expr up	p53 reactivation	RORg inh	Giardia kill	ELG1 genotox	Gal4-VP16 FLuc	Menin-MLL TR inh
O=C1CC2c3ccccc3C1C1C(=O)N(CCO)C(=O)C21 (stereo not drawn)	-5%	-4%	-1%	-3%	0%	-1%	2%	4	2%	6%	2%
CN(C1CCCCC1)S(=O)(=O)c1ccccc1	-3%	1%	2%	-5%	1%	-6%	20%	-15	-1%	-7%	?
COc1ccc([N+](=O)[O-])cc1NC(=O)CSc1ccc2ccccc2c1	-3%	1%	?	0%	-16%	7%	?	14	-1%	?	0%
N=c1ncn(CC(O)CN2CCOCC2)c2nc(N3CCOCC3)[nH]c12 (stereo not drawn)	-2%	1%	4%	0%	0%	4%	-13%	-6	0%	2%	-3%
c1cnc(N2CCSCC2)nc1	0%	-2%	2%	-2%	3%	3%	3%	-19	0%	1%	-2%
O=S(=O)(NCC1CCCO1)c1cnc(Cl)c(Cl)c1 (stereo not drawn)	-4%	-2%	-2%	4%	-14%	7%	17%	10	8%	3%	0%
CCC(Oc1ccc2ccccc2c1)C(=O)O (stereo not drawn)	-1%	2%	-5%	-4%	-13%	-14%	-3%	2	2%	-9%	-7%
Cn1nc(C(=O)OCC(=O)Nc2cccc(S(=O)(=O)N3CCCC3)c2)c2ccccc2c1=O	0%	-3%	5%	7%	9%	-1%	?	5	-3%	-21%	.
CCOC(=O)c1cn(CC)c2cc(N3CCN(C)CC3)c(F)cc2c1=O	-1%	0%	0%	.	-3%	?	0%	-9	5%	-6%	-12%
Cc1ccc(S(=O)(=O)N(C)c2ccc(OC(=O)c3cccs3)cc2)cc1C	-1%	-2%	1%	.	2%	-14%	.	11	-4%	.	.
COc1ccc(CNC(=O)c2ccc3nccnc3c2)cc1	0%	7%	1%	-1%	-1%	-2%	13%	2	0%	1%	22%
Cc1cccc(N(CC(=O)N/N=C/c2cc([N+](=O)[O-])ccc2Cl)S(C)(=O)=O)c1C	-5%	-1%	-8%	15%	-19%	3%	?	2	-3%	2%	18%
NC(=O)C1(N2CCCCC2)CCN(C2CC(=O)N(Cc3ccc(N4CCCC4=O)cc3)C2=O)CC1 (stereo not drawn)	3%	-3%	1%	4%	0%	-1%	-9%	-2	4%	-2%	1%
O=C(CCN1CCOCC1)Nc1cc(C(=O)Nc2ccccc2F)ccc1N1CC2CC(C1)c1cccc(=O)n1C2 (stereo not drawn)	-7%	4%	5%	.	-3%	2%	-9%	-14	2%	-9%	17%
COc1ccc(/C=N/NC(=O)CCSc2nc3ccccc3s2)cc1OC	-6%	-2%	21µM*	3%	-9%	-14%	-14%	-7	-1%	-3%	18%
CC1CN(CCc2ccccc2)c2nc3c(c(=O)n(C)c(=O)n3C)n2C1 (stereo not drawn)	-8%	-3%	0%	.	27%	7%	-27%	-10	0%	-8%	.
COc1ccc(/C(C)=N/NC(=O)CNC(=O)CCc2ccccc2)c(OC)c1	-17%	-7%	0%	-2%	-70%	-3%	?	-23	-2%	?	.
CCc1c(C(=O)Nc2cc(C)cc(C)c2)[nH]c(C)c1C(C)=O	1%	0%	?	-9%	0%	-5%	12%	15	10%	?	4%
c1ccc(Cc2nn[nH]n2)cc1	2%	-1%	-1%	13%	-7%	2%	?	12	2%	3%	4%
Cc1ccc(SCCN2CCN(CCc3ccccc3)CCC2=O)cc1	-3%	-3%	-2%	-6%	5%	5%	0%&-11%	5&0	1%	8%&21%	-20%
O=C(c1cc(-c2ccccc2)n[nH]1)N1CCN(S(=O)(=O)c2ccccc2)CC1	0%	1%	-1%	0%	10%	.	41%	11	0%	3%	12%
O=C(O)CNC(=O)C(c1ccccc1)c1ccccc1	-2%	-4%	-1%	-9%	3%	3%	-30%	-8	-2%	9%	.
NC(=O)COc1ccc(/C=N\NC(=O)CC(=O)NCCc2ccccc2)cc1	-7%[1.84 µM]	-3%	-2%	.	4%	2%	3%	-9	-2%	13%	3%
Cc1csc(N2CCCC2=O)n1	13%	-3%	1%	.	-22%	3%	24%	-4	1%	11%	3%
CC1CCc2c(sc(NC(=O)c3cccs3)c2C(=O)O)C1 (stereo not drawn)	26%[1.84 µM]	19%	6.7µM*	.	59%	?	31%	4	-5%	?	?
Cc1cc2oc(C(=O)NCc3ccccc3)cc(=O)c2cc1C	2%	-2%	-1%	.	-17%	5%	-18%	11	-3%	-4%	12%
CC(C)Oc1ccc(C2NC(=O)c3ccccc3O2)cc1 (stereo not drawn)	-3%	-2%	-18%	-7%	27%	-1%	4%	8	0%	-3%	2%
O=C(Nc1cccc(-n2cnnn2)c1)c1cc2ccccc2o1	25%	17%	?	-1%	28%	-3%	24%	14	-2%	-10%	?
COc1cc(NC(=O)Cc2nn(C)c(=O)c3ccccc23)cc(OC)c1	-5%	-2%	3%	-3%	-41%	-7%	?	15	-2%	?	-17%
CC(=O)c1ccc(-c2ccccc2[C@H]2[C@H]3C=CC[C@@H](C)[C@@H]3C(=O)N2Cc2ccccc2)cc1	-14%	-3%	3%	-1%	.	-5%	27%	.	-5%	-2%	.
C/C(CC(=O)Nc1ccc(N(C)C)cc1)=N\NC(=O)c1ccc(Cl)cc1	-4%	4%	-6%	.	10%	4%	?	-7	-1%	-3%	-7%
CC(=O)Nc1ccc(S(=O)(=O)NNC(=S)NCc2ccco2)cc1	7%	4%	-1%	0%	-6%	-15%	11µM*	-27	3%	-28%	.
CN(C(=O)CCc1ccccc1F)C1CCCN(Cc2ccccc2F)C1 (stereo not drawn)	-3%	2%	-7%	1%	-9%	?	32%	-13	-5%	4%	-25%
COC(=O)c1ccc(CSc2nc(C)nc3c2c(=O)n(C)c(=O)n3C)o1	1%	-1%	0%	8%	-11%	1%	?	-14	6%	18%	6%
C=CCn1c(CCCOc2ccc(Cl)cc2Cl)n[nH]c1=S	1%	1%	?	-8%	2%	2%	3.5µM*	0	1%	5.6µM*	14%
N#Cc1nc(-c2cccc3ccccc23)oc1N	-15%	-9%	-12%	.	0%	7%	.	-2	9%	.	.
Cc1nonc1CN(C)C(=O)c1cc(COc2ccc(F)cc2Cl)on1	19%	27%	?	-1%	95%	2%	?	3	9%	?	.
COc1cccc(CNC(=O)C2CCN(C(=O)N(C)C)CC2)c1	-1%	-2%	0%	-2%	7%	16%	38%	-25	-1%	-7%	6%
COC(=O)c1ccc(C(=O)OC)c(NC(=S)N2CCCC(C)C2)c1 (stereo not drawn)	-1%	-5%	-1%	-1%	-9%	2%	7.9µM*	5	0%	7%	-12%
Cc1ccccc1N1C(=O)CC(N2CCN(C(=O)c3ccco3)CC2)C1=O (stereo not drawn)	2%	-2%	4%	5%	-22%	0%	-4%	0	8%	6%	.
O=C(CCc1nnc(C2(c3ccc(Cl)cc3)CCC2)o1)N1CCCC(O)C1 (stereo not drawn)	-1%	-1%	-1%	-13%[0.46 µM]	9%	10%	-9%	-11	0%	-2%	?
COc1ccc(NC(=O)c2ccc3[nH]c(C)c(C)c3c2)c(OC)c1	0%	-1%	?	.	18%	3%	20%	1	-3%	3%	?
S=C(NC1CCCCC1)N1CCn2cccc2C1c1cccnc1 (stereo not drawn)	-2%	-5%	-8%	0%	-25%	-2%	-2%	-16	-4%	3%	-1%
C=CCOC(=O)C(=O)/C=C/c1coc2ccccc2c1=O	-1%	-3%	-8%	-4%	14%	1%	34%	3	6%	-6%	-1%
Cc1cccc(Nc2nnc(SCC(=O)Nc3ccccc3[N+](=O)[O-])s2)c1C	0%	10%	?	-2%	53%	3%	18µM*	-17	-7%	-15%	5%
